CRFBP-R2 block: CRF-BP/CRF-R2 complex antagonism | 350,000 compounds, 0.59% hits | AID 588475 | HEK293 CRF-R2/CRF-BP, CRF-induced calcium fluorescence | inhibition, % at 11.8 µM;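 active = inhibition of the ligand-induced calcium signal above about 50% at the single tested concentration, limit read from the data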
IDE inh: inhibits human insulin-degrading enzyme in HEK cells; P14735; FAbetaB cleavage, fluorescence polarization; inhibition, % at 5.59 µM; 320,000 compounds, 0.41% hits; AID 434962;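 active = percent inhibition above the average of all tested compounds plus 3 SD, set per screening campaign, cut at about 16% in these data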;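 note: IDE supplied by intact live HEK cells; FP after avidin binding of uncleaved biotin substrate so inhibition keeps polarization high; 0% = DMSO wells and 100% = 60 µM reference IDE inhibitor Ii1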
GalR3 antagonist: antagonists of human GalR3 | HEK293 GalR3-CNG cAMP membrane potential fluorescence; galR3 body fused to GalR1 C-terminus | inhibition, % at 3 µM | 360,000 compounds, 0.44% hits | AID 651719;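 active = inhibition above the screen-wide average plus 3 SD, cut at about 13% in these data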;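 note: forskolin and galanin both at EC90 stimulate the cells; cAMP rise reported by CNG channel membrane potential dye signal; 0% = forskolin plus galanin with DMSO and 100% = forskolin alone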
Target sequence (O60755 1-299 limits assumed): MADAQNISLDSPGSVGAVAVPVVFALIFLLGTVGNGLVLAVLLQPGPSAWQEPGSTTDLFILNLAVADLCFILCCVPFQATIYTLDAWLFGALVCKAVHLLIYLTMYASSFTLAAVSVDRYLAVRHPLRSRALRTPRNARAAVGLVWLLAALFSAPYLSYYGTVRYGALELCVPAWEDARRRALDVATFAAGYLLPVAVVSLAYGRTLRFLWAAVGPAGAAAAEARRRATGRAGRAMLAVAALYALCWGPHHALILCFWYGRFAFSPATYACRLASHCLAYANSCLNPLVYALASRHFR
VIM-2 inhibitor: inhibitors of Pseudomonas aeruginosa VIM-2 metallo-beta-lactamase | purified VIM-2, nitrocefin hydrolysis, epi-absorbance fluorescence | inhibition, % at 5.6 µM | 290,000 compounds, 0.89% hits;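 active = inhibition above the mean of all tested compounds plus 3 SD, cutoff set per screening run, cut at about 7.5% in these data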;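 note: red hydrolysis product quenches plate fluorescence so inhibitors raise well fluorescence; 0% = enzyme with DMSO and 100% = DMSO without enzyme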
IDE cell activ: activators of human insulin-degrading enzyme in cells; P14735; HEK cells, FAbeta-B cleavage, fluorescence polarization; 0% vehicle, 100% cell-free pure enzyme wells; activation, % at 5.96 µM; 340,000 compounds, 0.073% hits; AID 493087;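 active = activation above the mean of all tested compounds plus 3 SD, set per screening campaign, cut at about 17% in these data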
SUMO HTRF inh: SUMOylation inhibition | P63279 | HTRF SUMOylation assay, SAE1/SAE2 + UBC9, in vitro | inhibition, % at 35 µM | 290,000 compounds, 0.36% hits | AID 2006; in the data active = inhibition above about 50%, passing the limit was not always enough; note: strong numbers were not always called active
Target sequence (P63279 whole entry, looked up): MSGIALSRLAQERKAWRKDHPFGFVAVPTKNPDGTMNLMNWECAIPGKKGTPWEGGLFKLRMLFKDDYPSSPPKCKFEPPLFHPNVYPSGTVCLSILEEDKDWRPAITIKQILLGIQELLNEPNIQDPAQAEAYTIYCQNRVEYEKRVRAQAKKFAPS
HCV NS3 hel inh: HCV NS3 helicase inhibition; 290,000 compounds, 0.56% hits; NS3 helicase DNA unwinding, Cy5 molecular beacon fluorescence; AID 1800; inhibition, % at 10.9 µM;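 active = inhibition above the mean of all tested compounds plus 3 SD, set per campaign, cut at about 35% in these data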;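 note: 0% = DMSO wells and 100% = thioflavine S control wells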
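Assay system – hepatitis C virus NS3 helicase domain fragment enzyme · Buffer or medium – MOPS pH 6.5, MgCl2, DTT, Tween20, BSA · Reagent – Cy5/quencher beacon DNA duplex and ATP to start · Compound – single 10.9 µM dose · Timing – 1 h at 25 °C · Technique – Cy5 beacon fluorescence read at start and 1 h · Measure – % inhibition of unwinding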
IMP-1 inh: inhibitors of Pseudomonas aeruginosa IMP-1 metallo-beta-lactamase. AID 1556. purified IMP-1, nitrocefin hydrolysis, epi-absorbance fluorescence. inhibition, % at 5.6 µM. 290,000 compounds, 0.45% hits;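 active = inhibition above the mean plus 3 SD of all compounds in the same screening run, cut at about 4.5% in these data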;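 note: 0% = IMP-1 with DMSO and 100% = DMSO wells lacking enzyme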
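Assay system: purified recombinant IMP-1 beta-lactamase. Input: IMP-1 0.2 nM before substrate addition. Buffer or medium: Zinc- and detergent-supplemented HEPES buffer, pH 7.1. Schedule: 25 °C, 15 min preincubation, 25 min reaction. Signal: Epi-absorbance fluorescence, 480 nm excitation, 530 nm emission. Evaluation: percent inhibition from optical density relative to buffer-blank wells.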
pCIP destab: p/CIP protein destabilization; F442A p/CIP-EGFP cells, EGFP fluorescence, 16 h; Q05BA5; decrease of EGFP signal, % at 10 µM; AID 1984; 290,000 compounds, 0.01% hits;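 active = EGFP signal decrease of at least 30% at 10 µM or well 3 SD below plate mean, unless failing retest; inactive = the rest, including hits failing retest or dose response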; note: some compounds called inactive have numbers as strong as hits; many of its hits are not listed in these tables
* marks the source's active call; other numbers are inactive results; nt = not tested or not shown. Outcome played no part in choosing rows; overall some 3.2% were active at least once.

CRFBP-R2 block	IDE inh	GalR3 antagonist	VIM-2 inhibitor	IDE cell activ	SUMO HTRF inh	SMILES	HCV NS3 hel inh	IMP-1 inh	pCIP destab
-5	3	-3	-0.6	-5	-5	O=S(=O)(Nc1ccc2ccccc2n1)c1ccccc1	4	-1.8	11
7	6	0	-2.6	2	0	CCS(=O)(=O)c1ccc(-c2cccc(NC(=O)COc3ccc(Cl)cc3)c2)nn1	1	-1.9	-3
-7	6	-4	0.3	-6	4	Cc1ccc(-c2csc(SCC(=O)Nc3cc(C)on3)n2)cc1	-3	-3.2	-10
10	-4	-7	nt	-5	nt	CC(C)N(C(=O)[C@H]1CC(CC(=O)NCCCN(C)C)C(=O)N2CCc3c([nH]c4ccccc34)[C@]12C)C(C)C (stereo partly specified)	nt	nt	nt
12	-8	-5	-1.9	1	19	O=C(/C=C/c1ccccc1)N1CCN(Cc2nc3ccccc3c(=O)[nH]2)CC1	-2	-3.0	-19
6	-3	-2	-1.6	4	-2	COc1cccc(/C=c2\s/c(=C\C(=O)C(C)(C)C)[nH]c2=O)c1	6	-1.8	17
26	3	-8	-1.1	1	19	CSc1nsc(NC(=O)CCNC(=O)c2ccc([N+](=O)[O-])cc2)n1	7	-1.5	-6
-10	-2	6	-2.3	3	3	O=C(Nc1ccc(S(=O)(=O)Nc2nccs2)cc1)c1ccc(F)cc1	5	-3.6	-5
1	-2	-5	-5.8	1	1	Cc1ccccc1SCC(=O)NNC(=O)c1ccccc1O	7	-3.2	-4
5	0	-5	-1.6	5	4	COc1cccc(OCC(O)CN2CCN(c3ccccn3)CC2)c1 (stereo unspecified)	-31	-4.4	-7
13	3	nt	-1.8	7	18	COc1ccc(OC)c(N(C)S(=O)(=O)c2cc3c(cc2C)NC(=O)CO3)c1	-7	-0.2	-5
-13	-4	-4	nt	1	nt	COc1cccc(CC(=O)OCC(=O)N(C)CC(=O)Nc2ccc(Cl)c(C(F)(F)F)c2)c1	nt	nt	nt
5	6	2	-0.2	6	-1	CCOc1ccc(CN2CCNC(=O)C2CC(=O)NCCN2CCOC2=O)cc1 (stereo unspecified)	1	-0.8	-4
-2	-1	-4	-2.9	6	7	Cc1ccc(OCC(=O)Nc2ccc(N3CCOCC3)cc2)cc1	0	-1.8	-5
-1	11	0	nt	2	nt	COC(=O)c1c(C)[nH]c(C(=O)C(C)OC(=O)C2CC(=O)N(CCc3ccccc3)C2)c1C (stereo unspecified)	nt	nt	nt
-17	4	-1	-0.2	0	0	COc1ccc(NC(=O)C2CCN(c3nnnn3-c3ccccc3)CC2)cc1	11	-2.2	-8
9	3	-2	-3.2	3	15	CN=C(Nc1cc(C)nn1CCC#N)c1ccccc1	13	-2.4	-6
-9	-3	3	nt	3	nt	N#CCC(=O)Nc1ccc(C(=O)OCC(=O)N=c2sccn2Cc2ccccc2Cl)cc1	nt	nt	nt
-19	-7	-11	-3.2	0	13	O=C(NCCCN1CCN(c2ccc(F)cc2)CC1)NC12CC3CC(CC(C3)C1)C2	-88	-0.6	7
37	2	4	-1.8	4	22	O=S(=O)(Nc1nc2ccccc2nc1Cl)c1ccc(F)cc1	20	-4.5	-5
-26	1	nt	-3.2	4	5	Cc1ccc2cc(CN(Cc3ccco3)C(=S)NCC3CCCO3)c(=O)[nH]c2c1 (stereo unspecified)	10	-3.2	3
7	-2	-6	-0.6	4	-1	CC(=O)NCCOc1ccc2oc3ccccc3c2c1	-3	-6.6	-14
10	3	4	-0.4	-1	-11	CC(C)NC(=O)NC(=O)COC(=O)c1cccc(S(=O)(=O)N2CCCCC2)c1	-3	-0.3	-8
nt	12	nt	-3.8	nt	65*	Oc1ccc(C=Nc2ccc3ncccc3c2)c(O)c1	0	-4.2	-16
-8	4	-4	nt	-3	nt	Cc1ccc(OCCC(=O)Nc2ccc(C)c(S(=O)(=O)N3CCOCC3)c2)cc1	nt	nt	nt
17	-1	-2	-4.0	8	3	O=C(COC(=O)[C@H](Cc1c[nH]c2ccccc12)NC(=O)c1ccc(Cl)cc1)Nc1ccc2c(c1)OCO2	-3	0.2	2
-21	0	-3	0.1	5	-1	O=C(c1cc2ccccc2oc1=O)N(Cc1cccs1)CC1CCCO1 (stereo unspecified)	-2	-1.1	-11
-26	0	2	-2.3	6	8	COC(=O)CN1C(=O)C(O)=C(C(C)=O)C1c1ccc([N+](=O)[O-])cc1 (stereo unspecified)	0	-1.5	6
-15	4	-4	1.4	-1	2	Cc1nn(C)c(Oc2ccccc2)c1CCNC(=O)CC(C)C	8	-2.3	-2
0	5	5	-2.0	-2	20	O=C(NCc1cccc(Cl)c1)c1ccc(-c2csnn2)cc1	-13	1.0	6
-63	5	-4	2.6	5	-32	CC(C)(C)c1cc(C(F)(F)F)n2ncc(-c3ccccc3)c2n1	12	-1.1	-5
-13	0	-3	-4.3	0	28	CCOc1ccccc1C(=O)N(C)Cc1cc2ccccc2[nH]c1=O	11	-3.9	-8
-6	-1	6	-3.2	1	-13	O=C(Nc1csc(Cc2c(Cl)cccc2Cl)n1)NN1CCOCC1	-3	-1.4	-2
8	0	-1	nt	5	nt	Cc1nc(SCC(=O)N(C)C2CCS(=O)(=O)C2)c(C#N)c(C)c1C (stereo unspecified)	nt	nt	nt
-6	2	-5	-3.0	5	4	COc1ccc(NC2c3ncccc3C(=O)N2Cc2ccccc2)c(OC)c1 (stereo unspecified)	2	-3.6	0
-9	0	0	nt	3	nt	O=C(COC(=O)c1cc(-c2ccccc2)nc2ccccc12)NC1CC1	nt	nt	nt
-27	0	0	-1.9	3	31	Nc1cccc2c1C(=O)N(C(=O)/C=C/c1ccc(F)cc1)C2=O	-4	2.4	1
5	1	-8	-1.4	-2	12	Cc1ccc(S(=O)(=O)CC(=O)Nc2ccc3nc(C)sc3c2)cc1	0	-3.2	2
17	-2	-5	nt	-7	nt	O=C(CNS(=O)(=O)c1ccc(Cl)cc1)N1CCN(c2ccc(F)cc2)CC1	nt	nt	nt
10	9	11	-2.1	nt	-6	C=CCn1c(O)c(N=Nc2ccccc2C)c2ccccc21	7	1.2	-8
-57	-1	nt	-1.5	-3	1	OCCN(CCO)c1ccc(C(c2ccccc2Cl)c2ccc(N(CCO)CCO)cc2Cl)c(Cl)c1	-53	-2.2	-7
-16	-2	-2	3.2	-7	27	CN1c2ccccc2Oc2nnc(N3CCN(Cc4ccccc4)CC3)cc21	-12	-2.5	0
-6	4	-3	-0.5	3	1	CS(=O)(=O)N(Cc1ccccc1Cl)c1ccc(C(=O)N2CCCC2)cc1	-2	-3.8	1
13	nt	-5	-1.2	2	-9	O=C(c1ccc(Cl)cc1)N1CCOc2ccccc21	-1	-1.6	-7
-4	0	-3	-5.5	-3	4	Cc1ccc(-c2noc(CCC(=O)Nc3cccc(C#N)c3)n2)cc1	-2	-3.1	-4
-7	-2	-3	1.1	8	2	Cc1ccc(-c2csc(NC(=O)CCNC(=O)c3ccc(Cl)cc3)n2)cc1	-7	0.0	-3
-58	10	-2	-1.1	2	13	COCCn1c(=NC(=O)c2sc3ccccc3c2Cl)sc2cc(S(N)(=O)=O)ccc21	6	-2.3	-9
-14	-2	-11	-1.4	-1	17	O=C(NN=C1CCC(c2ccccc2)CC1)c1ccccc1-n1cccc1 (stereo unspecified)	-1	-1.6	4
-7	-8	-2	-3.0	-3	24	COc1cc2c(cc1OC)CN(Cc1ccc(F)cc1)CC2	0	-2.5	-2
-1	-8	-1	-2.3	1	-6	O=C1Nc2ccccc2N(O)N1c1ccc(S(=O)(=O)Nc2ccccn2)cc1	-8	-3.8	0
-3	3	nt	nt	2	16	Cc1cc2cc(CNC(=O)C3CCCC3)ccc2n1C	nt	nt	-10
4	4	12	-1.8	-5	-8	CCCOCC1CC(CCc2nc(=S)[nH][nH]2)C(=O)O1 (stereo unspecified)	1	-2.7	-11
0	-1	0	-3.6	2	16	Cc1onc(-c2ccccc2)c1C(=O)NCC1COc2ccccc2O1 (stereo unspecified)	-3	-3.5	-14
0	4	-3	nt	2	nt	COc1cccc(COC(=O)c2cc(=O)[nH]c3ccc(S(=O)(=O)N4CCOCC4)cc23)c1OC	nt	nt	nt
-10	3	-6	-1.2	5	2	CCOC(=O)C1(Cc2ccccc2C)CCCN(C(=O)c2ccccn2)C1 (stereo unspecified)	6	-2.5	-1
-10	-10	-8	-1.5	3	3	COc1ccccc1CC(=O)Nc1sc2c(c1C(N)=O)CCCC2	-8	-2.4	3

Next part
CRFBP-R2 block	IDE inh	GalR3 antagonist	VIM-2 inhibitor	IDE cell activ	SUMO HTRF inh	SMILES	HCV NS3 hel inh	IMP-1 inh	pCIP destab
-290	-2	-5	-2.0	nt	-1	COc1ccccc1N1CCN(c2ncc(C(=O)N3CCN(c4cccc(Cl)c4)CC3)c3ccccc23)CC1	4	-2.0	-10
2	-2	-6	-3.2	-2	63*	COc1ccc(CCn2c(O)cc3nn(-c4nc5ccccc5s4)c(=O)c-3c2C)cc1	46*	-4.2	-12
19	-8	-5	0.3	0	-8	Cc1cccc(NC(=S)N2CCN(C(=O)C3CCCO3)CC2)c1 (stereo unspecified)	-6	-1.9	-9
22	-4	nt	0.9	2	nt	Cc1ccc(/C=C2\SC(=S)N(/N=C/c3cc([N+](=O)[O-])ccc3O)C2=O)o1	17	2.1	1
0	0	0	-2.2	6	-8	Cc1ccc(NC(=O)CSc2nnc(NC(=O)C3CC3)s2)cc1	-5	-1.2	7
10	-2	-2	-3.6	2	1	CC(C)CC(=O)N1CCN(Cc2cccc(F)c2)CC1	-1	-2.7	-2
-3	nt	3	-6.0	nt	12	CCCOc1ccc(Cc2c(COCC)[nH]c(=S)[nH]c2=O)cc1	27	-4.5	-9
33	-2	33*	0.6	2	-4	Clc1ccc(CSc2nnc(Cn3cnc4ccccc43)o2)cc1	-15	-5.9	-10
-7	-4	-2	-0.7	3	11	CCCn1c(=O)c(-c2ccccc2)c(O)c2ccccc21	-2	-4.3	-7
25	7	nt	-0.9	6	-12	CCCCCSc1nnc(C)c(=O)[nH]1	6	0.0	7
4	-5	0	-1.1	0	7	COc1cccc(NC(=O)CCC(=O)NCc2ccco2)c1	-1	-1.3	-8
28	5	10	-0.8	5	14	CC(=O)c1ccc(N2CCN(Cc3nc(Cc4ccccc4)no3)CC2)cc1	5	-2.9	-3
6	3	-3	nt	-2	nt	CC(C)(C)OC(=O)C[C@H]1C/C=C\C[C@H](CC(=O)NCCO)C(=O)N[C@@H](Cc2ccccc2)COC1=O	nt	nt	nt
-9	0	-2	-0.1	-2	-20	Cc1ccc(NC(=O)c2ccc(C(C)(C)C)cc2)cc1[N+](=O)[O-]	4	-3.8	-10

From PubChem
